Rab7 wt modul: modulators of GTP binding to dog Rab7 wildtype GTPase; GST-Rab7 beads, fluorescent GTP binding, flow cytometry; actives lie on both sides; untreated = 100%, excess cold GTP = 0%; GTP binding activity (percent of control), % at 10 µM; 190,000 compounds, 0.055% hits;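 active = fluorescent GTP binding to Rab7 beads changed by at least 20 points from the 100% baseline, either direction, mostly lower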;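 note: median green fluorescence of bound Bodipy-FL-GTP per Rab7 bead population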
Bfl-1 Bim block: disrupts Bim binding to human Bfl-1 | inhibition, % at 10 µM | Q16548 | Bead-based flow cytometry, Bim-Bfl-1 binding inhibition | 190,000 compounds, 0.12% hits;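 note: 0% = wells without compound plus tracer and 100% = blocker peptide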
Rab2 wt GTP: changes GTP binding to wildtype dog Rab2A, up or down | P61105 | GST-Rab2 wt beads, Bodipy-GTP binding, flow cytometry | GTP binding activity, % at 10 µM | 190,000 compounds, 0.19% hits;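 active = GTP binding activity at least 20 points away from 100%, either lowered or raised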;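 note: 0% = beads with excess unlabeled GTP and 100% = no-compound control corrected for plate trend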
Rac1 act GTP bind: alters GTP binding to activated mutant human Rac1 | percent activity (GTP binding), % at 10 µM | GST-Rac1 activated beads, fluorescent GTP binding, flow cytometry; actives lie on both sides; 100% means binding = to untreated wells | AID 764 | 190,000 compounds, 0.11% hits;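 active = GTP binding at least 20 percentage points away from the 100% baseline, in either direction, so actives lie on both sides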
HRas wt GTP: changes GTP binding to wildtype human HRas; 190,000 compounds, 0.14% hits; GST-Ras wt beads, Bodipy-FL-GTP binding, flow cytometry; actives lie on both sides; GTP binding activity, % at 10 µM; P01112;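 active = GTP binding activity at least 20% away from the 100% baseline, either lowered as inhibitor or raised as activator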;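 note: 0% = unlabeled GTP competition control and 100% = no-compound control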
Target sequence (P01112 whole entry, looked up): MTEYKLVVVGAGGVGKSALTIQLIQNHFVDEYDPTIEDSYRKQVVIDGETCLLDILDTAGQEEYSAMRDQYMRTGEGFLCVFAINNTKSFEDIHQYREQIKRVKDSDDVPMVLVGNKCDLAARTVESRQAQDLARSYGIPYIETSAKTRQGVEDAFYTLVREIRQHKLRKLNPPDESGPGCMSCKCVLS
Bim-Bcl-XL: disrupts Bim peptide binding to human Bcl-XL; Q07817; bead flow cytometry, fluorescence; inhibition, % at 10 µM; 190,000 compounds, 0.04% hits
Target sequence (Q07817 whole entry, looked up): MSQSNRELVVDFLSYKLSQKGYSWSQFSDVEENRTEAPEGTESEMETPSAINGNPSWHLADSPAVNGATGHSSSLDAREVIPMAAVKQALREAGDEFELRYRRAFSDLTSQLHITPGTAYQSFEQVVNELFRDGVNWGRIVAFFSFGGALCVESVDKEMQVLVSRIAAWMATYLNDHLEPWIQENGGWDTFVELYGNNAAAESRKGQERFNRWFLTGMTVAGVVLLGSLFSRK
Bcl-2 Bim block: disrupts Bim peptide binding to human Bcl-2 | P10415 | Bead-based flow cytometry, Bim peptide-Bcl-2 binding | inhibition, % at 10 µM | 190,000 compounds, 0.06% hits | AID 950; in the data active = inhibition above about 40%;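 note: 0% = no compound wells with probe peptide and 100% = reference peptide inhibitor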
Target sequence (P10415 whole entry, looked up): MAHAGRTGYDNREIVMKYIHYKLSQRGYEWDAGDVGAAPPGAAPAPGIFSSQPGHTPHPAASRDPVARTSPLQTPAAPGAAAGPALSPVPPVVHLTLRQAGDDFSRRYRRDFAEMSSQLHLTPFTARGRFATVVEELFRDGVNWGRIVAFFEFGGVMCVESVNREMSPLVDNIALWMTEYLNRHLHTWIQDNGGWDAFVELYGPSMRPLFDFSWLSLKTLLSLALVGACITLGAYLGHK
Rac1 wt GTP bind: alters GTP binding to wildtype human Rac1; GST-Rac1 beads, fluorescent GTP binding, flow cytometry; actives lie on both sides; 0 = cold GTP competed, 100 = untreated; P63000; GTP binding activity (% of control), % at 10 µM; 190,000 compounds, 0.27% hits;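 active = GTP binding activity at least 20 points away from the 100% control level, either lower or higher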
Bim-Bcl-W: inhibitors of Bim-Bcl-W interaction, human | bead-based flow cytometry, Bim peptide-Bcl-W binding | inhibition, % at 10 µM | 190,000 compounds, 0.02% hits;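 note: 0% = bound tracer without compound and 100% = peptide blocker; higher means less fluorescent Bim peptide bound to Bcl-W beads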
Target sequence (Q92843 whole entry, looked up): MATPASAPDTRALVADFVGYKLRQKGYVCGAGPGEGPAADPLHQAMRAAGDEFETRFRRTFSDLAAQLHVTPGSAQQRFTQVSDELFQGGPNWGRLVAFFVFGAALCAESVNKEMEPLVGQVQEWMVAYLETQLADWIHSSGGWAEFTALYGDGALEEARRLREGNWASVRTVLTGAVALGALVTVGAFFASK
Cdc42 wt: changes GTP binding to wildtype human Cdc42; P60953; GST-Cdc42 beads, Bodipy-GTP binding, flow cytometry; actives lie on both sides; percent activity (GTP binding), % at 10 µM; 190,000 compounds, 0.2% hits;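 active = percent activity GTP binding at least 20 points away from the 100% baseline, either down as inhibitor or up as activator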;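 note: median bead fluorescence of bound Bodipy-FL-GTP at 100 nM; 0% = excess unlabeled GTP control and 100% = no compound control; below 100% means less GTP binding so inhibitor and above means activator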
Bcl-B Bim block: human Bim-Bcl-B interaction inhibition. bead-based flow cytometry, Bim peptide-Bcl-B binding. AID 951. Q9HD36. 190,000 compounds, 0.073% hits. inhibition, % at 10 µM;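 note: 0% = tracer peptide without compound and 100% = reference inhibitor peptide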
Target sequence (Q9HD36 whole entry, looked up): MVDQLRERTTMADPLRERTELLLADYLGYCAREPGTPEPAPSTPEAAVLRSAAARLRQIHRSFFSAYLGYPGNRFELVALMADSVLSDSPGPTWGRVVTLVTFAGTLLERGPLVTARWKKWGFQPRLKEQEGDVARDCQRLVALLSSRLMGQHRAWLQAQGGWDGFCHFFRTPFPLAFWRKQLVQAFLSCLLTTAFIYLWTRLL
* = called active by the depositor. Cut-off read from the data, not from the text of the source, unless noted: active = inhibition above about 40%. Rows are unselected (roughly 0.62% active in at least one column).

SMILES	Rab7 wt modul	Bfl-1 Bim block	Rab2 wt GTP	Rac1 act GTP bind	HRas wt GTP	Bim-Bcl-XL	Bcl-2 Bim block	Rac1 wt GTP bind	Bim-Bcl-W	Cdc42 wt	Bcl-B Bim block
COc1cccc(OC)c1C(=O)Nc1ccc2c(c1)Cc1ccccc1-2	92	-6	93	97	95	-5	-3	99	0	98	-7
CN1CCCN(c2ncnc3scc(-c4ccc(F)cc4)c23)CC1	109	-4	100	95	100	0	-2	101	0	96	0
CCOc1ccc2ccccc2c1/C=N/NC(=O)CC1(C)OCCCO1	98	-1	101	101	101	-11	-12	105	-5	103	-13
COc1ccc(NC(=O)CC2C(=O)N(c3ccccc3)C(=O)N2Cc2ccco2)cc1 (stereo not given)	98	4	101	98	99	-1	2	97	0	100	2
COc1cc(C(=O)NCc2ccccn2)ccc1OCc1c(C)noc1C	99	-5	97	98	102	-2	-6	103	-1	103	-8
CC(C)c1ccc(N(C(=O)c2csnn2)C(C(=O)NC(C)(C)C)c2ccncc2)cc1 (stereo not given)	102	-1	101	99	101	-1	0	102	1	102	0
CCCn1c(C)cc(/C=C(\C#N)C(=O)OCC(=O)NC(=O)NC(C)(C)C)c1C	98	-12	98	98	98	-7	-8	104	-4	103	-6
CCCCOCCCNC(=O)c1ccc(OCC)cc1	98	-2	100	97	103	-5	-4	95	-1	101	-2
O=c1c2ccccc2nc(SCc2cn3ccsc3n2)n1-c1ccccc1F	99	-3	100	100	100	4	-5	110	4	101	-7
COc1ccc(C2Cc3ccccc3C(=O)O2)cc1 (stereo not given)	103	-1	101	100	103	-3	0	110	0	102	-3
COc1ccccc1/C=C/C(=O)NCC(=O)N/N=C/c1cc(Br)ccc1OC	98	-4	101	98	100	-6	-3	103	-1	100	-3
COCCNC(=S)Nc1ccc(N2CCCCC2)cc1	106	26	98	95	96	-12	-1	97	-5	96	-71
COc1ccc(-n2cccc2/C=C2\C(=N)N3N=C(C(C)C)SC3=NC2=O)cc1	100	0	92	87	95	-2	0	96	0	90	-3
CCOC(=O)c1c(NC(=O)CN(CC)CC)sc2c1CCC2	99	-21	100	100	100	-5	-13	105	-6	100	-10
CC(=O)c1cccc(NC(=O)CN(c2ccc(C)cc2)S(=O)(=O)c2cccc3nonc23)c1	98	-22	100	100	100	-8	-12	104	-4	101	-10
Cc1ccc2nc(N(CCCN(C)C)C(=O)c3sc4ccccc4c3Cl)sc2c1	97	3	101	101	101	-7	-1	103	-1	100	-16
O=C(CNCCc1ccccc1)N1CCc2ccccc2C1	102	-5	99	94	97	-6	-1	95	-2	93	-7
CSc1cccc(NC(=O)Cc2ccccc2[N+](=O)[O-])c1	97	0	98	94	94	-4	-1	91	-4	102	-2
Cc1cc(OCCOc2cccc3cccnc23)c(C)cc1Cl	97	-7	100	99	101	-5	0	108	9	102	2
CS(=O)(=O)Nc1ccc(C2=NN(C(=O)c3ccco3)C(c3ccccc3)C2)cc1 (stereo not given)	99	-14	95	97	97	-2	-7	95	-1	99	-6

Grouped by structure: the compounds so far with a halogen
SMILES	Rab7 wt modul	Bfl-1 Bim block	Rab2 wt GTP	Rac1 act GTP bind	HRas wt GTP	Bim-Bcl-XL	Bcl-2 Bim block	Rac1 wt GTP bind	Bim-Bcl-W	Cdc42 wt	Bcl-B Bim block
CN1CCCN(c2ncnc3scc(-c4ccc(F)cc4)c23)CC1	109	-4	100	95	100	0	-2	101	0	96	0
O=c1c2ccccc2nc(SCc2cn3ccsc3n2)n1-c1ccccc1F	99	-3	100	100	100	4	-5	110	4	101	-7
COc1ccccc1/C=C/C(=O)NCC(=O)N/N=C/c1cc(Br)ccc1OC	98	-4	101	98	100	-6	-3	103	-1	100	-3
Cc1ccc2nc(N(CCCN(C)C)C(=O)c3sc4ccccc4c3Cl)sc2c1	97	3	101	101	101	-7	-1	103	-1	100	-16
Cc1cc(OCCOc2cccc3cccnc23)c(C)cc1Cl	97	-7	100	99	101	-5	0	108	9	102	2

(cont.)
SMILES	Rab7 wt modul	Bfl-1 Bim block	Rab2 wt GTP	Rac1 act GTP bind	HRas wt GTP	Bim-Bcl-XL	Bcl-2 Bim block	Rac1 wt GTP bind	Bim-Bcl-W	Cdc42 wt	Bcl-B Bim block
CC(C)CCNC(=O)c1ccc(CS(=O)(=O)Cc2ccccc2F)o1	99	-2	98	97	97	-3	-4	100	-2	100	-7
CCCOC(=O)NC(CC)COC(=O)Nc1cc(C)ccc1C (stereo not given)	99	-13	99	100	100	-13	-12	103	-4	99	-9
CCOC(=O)c1c(C)oc2ccc(NS(=O)(=O)c3ccc4c5c(cccc35)C(=O)N4)cc12	101	-12	104	100	102	-5	-17	110	-1	105	-9
O=C(c1cccc(S(=O)(=O)NCc2ccccc2)c1)N1CCCC1	107	-5	101	99	101	-1	-5	102	0	101	-3
CC1CCCCN1C(=O)Cn1c(=O)n(CCC(=O)NCc2ccco2)c(=O)c2sccc21 (stereo not given)	94	-8	99	99	98	-6	-2	104	-6	99	-4
COc1cccc(OC)c1C(=O)N1CCN(c2ccccn2)CC1	93	-15	94	93	98	-10	-13	93	-1	97	-13
COc1ccccc1NC(=O)CSc1nc(O)c(Cc2ccccc2)c(=O)[nH]1	96	0	96	96	96	-2	0	99	0	99	0
N#CC1(C#N)COC23CCCCC2C1(C#N)C(=N)O3 (stereo not given)	102	0	100	100	99	1	3	104	0	102	0
Cc1ccc(NC(=O)Nc2cccc(C(F)(F)F)c2)nc1	106	0	103	99	102	0	0	100	2	97	-2
Cc1cccc(NC(=O)C2(c3ccc([N+](=O)[O-])cc3)CCCC2)c1	97	-1	99	103	102	1	-1	106	0	102	0
Cc1c(O)ccc2c(=O)c(-c3nncn3-c3ccccc3)coc12	97	-4	94	97	95	-1	-4	103	0	95	-1
Cc1cccc(Nc2nc3ccccc3n3nnnc23)c1	94	-5	98	95	94	-2	-3	97	1	96	-10
CCOC(=O)c1nc2ccccc2nc1C	103	-16	98	101	100	-2	-5	103	-1	101	-4
Cc1ccc(C(=O)NNC(=O)c2cccc(C)c2)cc1	101	-8	102	97	99	-2	-5	98	-5	101	-4
COc1ccc(-c2noc(CCC(=O)O)n2)cc1	97	-4	100	99	102	-7	-1	103	-2	102	-3
O=C(CN(C1CC1)S(=O)(=O)c1ccc(S(=O)(=O)N2CCCCCC2)cc1)Nc1ccccc1	100	-2	106	101	105	-5	-6	104	-3	106	-5
Cc1noc(C)c1COc1ccc(C(=O)OCC(N)=O)cc1	103	-2	97	96	95	1	2	99	3	94	2
O=C(C1CCN(S(=O)(=O)c2cccnc2)CC1)N1CCN(c2cccc(Cl)c2)CC1	98	-11	100	97	97	-4	-8	105	0	100	-8
C=CCNC(=O)COC(=O)c1oc2ccccc2c1CSC1CCCCC1	97	-8	96	98	97	-6	-9	99	-4	95	-7
O=P(COCCOCCOCCOCP(=O)(c1ccccc1)c1ccccc1)(c1ccccc1)c1ccccc1	101	-3	96	93	96	-1	-1	97	-2	94	-2

Some of the entries so far, with values ahead of the structure.
| Rab7 wt modul | Bfl-1 Bim block | Rab2 wt GTP | Rac1 act GTP bind | HRas wt GTP | Bim-Bcl-XL | Bcl-2 Bim block | Rac1 wt GTP bind | Bim-Bcl-W | Cdc42 wt | Bcl-B Bim block | SMILES |
| --- | --- | --- | --- | --- | --- | --- | --- | --- | --- | --- | --- |
| 98 | -12 | 98 | 98 | 98 | -7 | -8 | 104 | -4 | 103 | -6 | CCCn1c(C)cc(/C=C(\C#N)C(=O)OCC(=O)NC(=O)NC(C)(C)C)c1C |
| 97 | -4 | 94 | 97 | 95 | -1 | -4 | 103 | 0 | 95 | -1 | Cc1c(O)ccc2c(=O)c(-c3nncn3-c3ccccc3)coc12 |
| 106 | 0 | 103 | 99 | 102 | 0 | 0 | 100 | 2 | 97 | -2 | Cc1ccc(NC(=O)Nc2cccc(C(F)(F)F)c2)nc1 |
| 94 | -8 | 99 | 99 | 98 | -6 | -2 | 104 | -6 | 99 | -4 | CC1CCCCN1C(=O)Cn1c(=O)n(CCC(=O)NCc2ccco2)c(=O)c2sccc21 (stereo not given) |
| 98 | -4 | 101 | 98 | 100 | -6 | -3 | 103 | -1 | 100 | -3 | COc1ccccc1/C=C/C(=O)NCC(=O)N/N=C/c1cc(Br)ccc1OC |

The results go on.
SMILES	Rab7 wt modul	Bfl-1 Bim block	Rab2 wt GTP	Rac1 act GTP bind	HRas wt GTP	Bim-Bcl-XL	Bcl-2 Bim block	Rac1 wt GTP bind	Bim-Bcl-W	Cdc42 wt	Bcl-B Bim block
Cc1cccc2c1N(CCCOc1ccc(C(C)(C)C)cc1)C(=O)C2=O	93	-1	95	95	96	-5	0	95	-4	95	-4
Cc1cccc(C)c1NC1=NC(=S)N(c2ccccc2)C12CCOC(C)(C)C2 (stereo not given)	104	-3	101	98	104	-1	-3	104	0	102	-1
C=CCn1c(CNC(=O)c2cccs2)n[nH]c1=S	104	-14	102	100	102	-5	-9	103	-4	100	-15
Cc1ccccc1NC(=S)NC(C)C(c1ccccc1)N1CCN(C)CC1 (stereo not given)	92	-2	97	96	99	-2	1	100	0	103	-2
Cc1sc(N)c(C(=O)c2ccccc2Cl)c1C	103	-2	98	95	96	-2	-2	99	-5	97	-10
Cc1cc(C)c(NC(=O)C2CCCN2C(=O)NC2CCCCC2)c(C)c1 (stereo not given)	94	1	102	102	100	-4	-3	102	-1	103	-1
CCOc1c2ccc(C(=O)NC3CCCc4ccccc43)cc2nn1C (stereo not given)	97	0	96	95	99	-2	-2	94	-2	98	2
Cc1nc2ccc(NS(=O)(=O)c3c(C)c(C)cc(C)c3C)cc2s1	98	-2	100	98	100	-1	0	103	1	101	-1
CCOC(=O)CN1CC23C=CC(O2)C(C(=O)N2CCN(c4ccc(F)cc4)CC2)C3C1=O (stereo not given)	99	-10	102	103	102	-6	-8	111	0	101	-8
O=C(Cn1cc2c(n1)CCCCC2)N1CCc2ccccc2C1	101	-10	102	100	101	-8	-9	103	-5	105	-9
CN(Cc1ccco1)S(=O)(=O)c1ccc2c(c1)CCN2C(=O)CCC(=O)O	98	-1	96	96	99	-5	-2	100	-1	99	-2
Cc1ccc(NCc2nnc(SCC(=O)c3ccccc3)n2Cc2ccco2)c(C)c1	102	4	103	100	103	-13	1	105	-5	105	-4
COc1cc(OC)c2c(c1)S(=O)(=O)C(c1ccccc1)=C2N	102	7	97	92	92	1	1	93	0	91	0
COc1ccc(S(=O)(=O)NC(N)=NCCc2ccc(OC)c(OC)c2)cc1C	98	-5	100	99	98	0	-2	103	0	97	0
COC(=O)c1ccc(NC(=O)N2CCC(O)(c3cccnc3)CC2)cc1	98	0	95	95	97	-1	-4	95	1	96	1
COC(=O)CCc1c(C)c(C(=O)c2ccc(F)cc2)c2ccccn12	94	-2	95	93	97	0	-2	97	0	95	-5
COc1ccc(C(=O)Nc2nc3nccc(-c4ccccc4)n3n2)cc1	100	-1	97	101	97	0	0	105	0	102	-1

Quoted from the listing:
Reading for COC(=O)CCc1c(C)c(C(=O)c2ccc(F)cc2)c2ccccn12 in Cdc42 wt: 95
Reading for Cc1cc(C)c(NC(=O)C2CCCN2C(=O)NC2CCCCC2)c(C)c1 (stereo not given) in Bcl-B Bim block: -1
Reading for COc1ccc(C(=O)Nc2nc3nccc(-c4ccccc4)n3n2)cc1 in Bim-Bcl-XL: 0

Screens deposited in PubChem BioAssay by NMMLSC.
